rTrxR1 inhibitor = rat TrxR1 inhibition. recombinant rTrxR1, NADPH fluorescence consumption, selenite substrate. Potency, µM (doses to about 114 µM), for the others: at the highest dose activity change, negative = inhibition, actives largely listed as inhibitors. 390,000 compounds, 1% hits; further: on the % scale 0 is the no-effect control and ±100 the full control effect; nearly all actives have a fitted effect of over 65% in size
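Rat TrxR1 (90 nM in the dispensed reagent) was pre-reduced with 400 uM NADPH for 5 min at room temperature, then incubated with compound for 15 min. After 400 uM selenite was added, NADPH fluorescence (Ex 340/Em 450 nm) was followed for 8 min.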
Vif-A3G inh = blocks the Vif interaction with human APOBEC3G; HeLa A3G-eYFP + Vif (tagged APOBEC3G with the HIV-1 protein that degrades it), YFP fluorescence, overnight; Potency, µM (titrated, usually from 46.1 µM), without a hit: at the top dose activity, negative = active, hits mostly inhibitors; 410,000 compounds, 0.076% hits;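 further: on the % scale 0 is the no-effect control and ±100 the full control effect; nearly all actives have a fitted effect of over 60% in size; hits raise eYFP signal because A3G escapes Vif-driven loss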
Target sequence (Q9HC16 whole entry, looked up): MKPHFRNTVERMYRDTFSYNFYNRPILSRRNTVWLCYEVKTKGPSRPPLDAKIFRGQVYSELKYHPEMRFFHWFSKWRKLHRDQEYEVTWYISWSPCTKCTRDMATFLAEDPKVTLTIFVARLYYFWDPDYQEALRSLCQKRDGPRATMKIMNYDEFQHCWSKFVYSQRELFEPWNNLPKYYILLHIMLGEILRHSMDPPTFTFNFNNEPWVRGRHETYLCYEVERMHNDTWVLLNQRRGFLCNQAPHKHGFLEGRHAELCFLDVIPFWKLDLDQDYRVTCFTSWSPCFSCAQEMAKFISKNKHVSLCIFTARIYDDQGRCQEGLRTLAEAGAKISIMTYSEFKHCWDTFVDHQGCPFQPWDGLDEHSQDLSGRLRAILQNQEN
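Read-out is eYFP fluorescence (Ex 488/Em 500-530) from Vif-expressing HeLa A3G-eYFP cells; more signal means A3G escaped Vif-mediated degradation. Cells plated overnight, compound pinned in, incubated overnight at 37 deg C.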
Vif-A3F inh = inhibitors of Vif-A3F interaction; HeLa A3F-eYFP + Vif (tagged APOBEC3F with the HIV-1 protein that degrades it), YFP fluorescence increase; Potency, µM (titrated, usually from 46.1 µM), inactives show at the top dose activity, negative = active; 390,000 compounds, 0.2% hits; AID 602313; further: % of control where 0% means no effect; nearly all actives have a fitted effect of over 65% in size
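Fluorescence increase (Ex 488/Em 500-530) after overnight compound treatment at 37 deg C flags inhibition of Vif-driven A3F-eYFP loss in stable HeLa A3F-eYFP/Vif cells seeded overnight beforehand.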
USP1 inh = blocks the human USP1/UAF1 deubiquitinase complex; O94782; recombinant USP1/UAF1, Ub-Rhodamine cleavage fluorescence; Potency, µM (highest dose often 57.1 µM), without a hit: top-dose activity change, negative = inhibition, hits mostly inhibitors; 390,000 compounds, 0.23% hits; AID 743255; further: on the % scale 0 is the no-effect control and ±100 the full control effect; nearly all actives have a fitted effect of over 60% in size; inactives centre near -12
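High-throughput fluorogenic screen: 1nM USP1/UAF1 complex, Ub-Rho substrate 150nM final, 50mM HEPES pH 7.8 with 0.5mM EDTA, 0.1 mg/ml BSA, 1mM TCEP and 0.01% Tween-20.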
RXFP1 agonist = activates the human relaxin receptor RXFP1; 370,000 compounds, 0.3% hits; Q9HBX9; Potency, µM (series often up to 57.5 µM), for inactives: top-dose activation, actives largely listed as activators; HEK293T-RXFP1 cAMP TR-FRET, 30 min; response scale: percent of porcine relaxin response, buffer zero; further: on the % scale 0 is the no-effect control and ±100 the full control effect; nearly all actives have a fitted effect of over 60% in size; many of its hits are not listed in these tables
Target sequence (Q9HBX9 whole entry, looked up): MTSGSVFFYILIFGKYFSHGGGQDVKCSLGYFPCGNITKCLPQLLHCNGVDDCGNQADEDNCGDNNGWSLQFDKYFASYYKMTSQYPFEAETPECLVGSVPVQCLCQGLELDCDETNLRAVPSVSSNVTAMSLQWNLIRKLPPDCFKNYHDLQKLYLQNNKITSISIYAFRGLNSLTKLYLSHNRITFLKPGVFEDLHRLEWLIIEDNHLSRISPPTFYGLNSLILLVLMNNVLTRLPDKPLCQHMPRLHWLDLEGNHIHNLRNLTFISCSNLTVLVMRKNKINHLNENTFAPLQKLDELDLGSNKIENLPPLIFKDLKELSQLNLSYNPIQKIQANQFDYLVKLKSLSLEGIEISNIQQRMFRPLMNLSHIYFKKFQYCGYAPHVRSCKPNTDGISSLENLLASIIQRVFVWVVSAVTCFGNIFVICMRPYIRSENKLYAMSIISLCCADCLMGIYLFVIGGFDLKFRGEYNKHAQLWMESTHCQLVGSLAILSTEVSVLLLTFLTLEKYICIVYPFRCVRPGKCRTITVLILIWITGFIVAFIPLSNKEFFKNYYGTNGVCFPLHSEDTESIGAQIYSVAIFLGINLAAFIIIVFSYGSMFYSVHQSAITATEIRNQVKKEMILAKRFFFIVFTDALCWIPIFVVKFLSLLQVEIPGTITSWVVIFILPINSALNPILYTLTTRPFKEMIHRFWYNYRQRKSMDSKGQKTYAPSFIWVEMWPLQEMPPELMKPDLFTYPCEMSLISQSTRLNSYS
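Agonist response is measured as cAMP accumulation in an RXFP1-transfected HEK293T line under PDE4 inhibition. Values are scaled between buffer-only and 29 nM porcine relaxin, and EC50s come from standard Hill equation fits.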
ALOX12 inh = blocks human arachidonate 12S-lipoxygenase | AID 1671190 | purified 12hLO, xylenol orange hydroperoxide absorbance | P18054 | 580,000 compounds, 1.1% hits | Potency, µM (titrated, usually from 108 µM), for the others: at the highest dose activity change, negative = inhibition, most hits filed as inhibitors; further: on the % scale 0 is the no-effect control and ±100 the full control effect
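Hydroperoxide product was detected by ferrous iron/xylenol orange as the 573 to 405 nm absorbance ratio. Arachidonic acid at 40 uM (final) was turned over for 30 min at room temperature by 150 nM human 12hLO, pH 7.0 Hepes buffer, after 15 min compound preincubation.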
TrxR1 substrate = is turned over as a substrate by rat TrxR1; O89049; purified TrxR1 substrate turnover, NADPH consumption readout; Potency, µM (series often up to 114 µM), for the others: at the highest dose activity change, negative = substrate turnover; 390,000 compounds, 0.01% hits; AID 588456; further: on the % scale 0 is the no-effect control and ±100 the full control effect; nearly all actives have a fitted effect of over 50% in size
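Rat TrxR1, dispensed at 90 nM, was prereduced with 400 uM NADPH (final) for 5 min at ~22 deg C, then incubated with compound 15 min before 400 uM selenite. A first-read NADPH fluorescence drop versus no-compound background flagged substrates.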
IDH1 R132H inh = inhibitors of human mutant IDH1 R132H | O75874 | IDH1-R132H enzyme, NADPH consumption, diaphorase/resazurin fluorescence | Potency, µM (highest dose often 76.6 µM), for the others: top-dose activity change, negative = inhibition, most hits filed as inhibitors | 390,000 compounds, 0.093% hits | AID 602179; further: on the % scale 0 is the no-effect control and ±100 the full control effect; nearly all actives have a fitted effect of over 65% in size
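IDH1-R132H (0.5 ug/mL dispensed) in pH 7.5 Tris buffer was preincubated 30 min with compound, then given a substrate mix of 0.016 mM NADPH and 2 mM alpha-KG for 80 min at room temperature; remaining NADPH was read by diaphorase/resazurin fluorescence.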
RGS4 inh = blocks human RGS4-accelerated GTP hydrolysis. P49798. Transcreener GDP fluorescence polarization, RGS4-accelerated GTP hydrolysis. Potency, µM (titrated, usually from 114 µM), for the others: at the top dose activity change, negative = inhibition, hits mostly inhibitors. 390,000 compounds, 0.039% hits; further: on the % scale 0 is the no-effect control and ±100 the full control effect; nearly all actives have a fitted effect of over 75% in size; some results filed as inactive show a strong effect at the top dose
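MLSMR compounds (23 nl, pin-transferred) preincubated 10 min at room temperature with a 500nM (2x) first reagent, then RGS4 at 900nM (2x) plus Transcreener GDP mix added; fluorescence polarization (620/688 nm) read before and after 90 min at 30 °C.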
Numbers without * were called inactive; [ ] = another dose, or the depositor's remark. The call rests on the fitted dose curve; in most records, active means well fitted curve in the direction sought with a large enough effect; inconclusive means small, poorly fitted or top-dose-only effect, or another doubt; inactive means no such curve, though single readings can be large; an effect the other way counts as inactive or inconclusive. Potency means the concentration at half of the fitted maximal effect. Only part of the results is shown; count on the stated rates, not on these rows.

How did CCN(CC)CCn1c2ccccc2c2nc3ccccc3nc21 do in these assays?
rTrxR1 inhibitor: 1%; Vif-A3G inh: 3%; Vif-A3F inh: inconclusive; USP1 inh: -26%; RXFP1 agonist: 3.0%; ALOX12 inh: inconclusive; TrxR1 substrate: -1%; IDH1 R132H inh: -4%; RGS4 inh: -9%

What do the screens show for `Cn1cccc1C(=O)C(=O)Nc1cc(Cl)cc(Cl)c1`?
rTrxR1 inhibitor: 9%[57.1 µM]; Vif-A3G inh: 3%; Vif-A3F inh: 0%; USP1 inh: -8%; RXFP1 agonist: -0.1%; ALOX12 inh: 87%[activator]; TrxR1 substrate: 2%; IDH1 R132H inh: -6%; RGS4 inh: -75%[11.4 µM]

How did COC(=O)c1cccc(NC(=O)CCc2cc(OC)c(OC)c(OC)c2)c1 do in these assays?
rTrxR1 inhibitor: 6%; Vif-A3G inh: 0%; Vif-A3F inh: -9%; USP1 inh: -15%; RXFP1 agonist: 1.2%; ALOX12 inh: -2%; TrxR1 substrate: 8%[0.457 µM]; IDH1 R132H inh: 2%; RGS4 inh: 8%

Results for COc1ccc(-c2ccc3c(c2)C2CC3CCN2S(=O)(=O)c2ccccc2C)cc1 (stereo not given) ?
rTrxR1 inhibitor: 25%; Vif-A3G inh: 3%; Vif-A3F inh: 4%; USP1 inh: -7%; ALOX12 inh: 21%; TrxR1 substrate: -3%; IDH1 R132H inh: 2%[38.3 µM]; RGS4 inh: 27%

How did C=CCn1c(C)cc(C(=O)CN2C(=O)NC3(CCCc4ccccc43)C2=O)c1C (stereo not given) do in these assays?
rTrxR1 inhibitor: 11%; Vif-A3G inh: 4%; Vif-A3F inh: -5%; USP1 inh: -7%; RXFP1 agonist: -0.3%; ALOX12 inh: 1%; TrxR1 substrate: 2%; IDH1 R132H inh: -2%; RGS4 inh: 6%

What do the screens show for `CNC(=O)c1sc(-c2cccs2)nc1C`?
rTrxR1 inhibitor: 14%[57.1 µM]; Vif-A3G inh: 1%; Vif-A3F inh: -1%; USP1 inh: -25%; RXFP1 agonist: 1.0%; ALOX12 inh: inconclusive; TrxR1 substrate: 38%; IDH1 R132H inh: 9%; RGS4 inh: -22%

How did CCOc1ccc(-c2nc(CCl)cs2)cc1 do in these assays?
rTrxR1 inhibitor: -2%; Vif-A3G inh: 3%; Vif-A3F inh: -2%; USP1 inh: -10%; RXFP1 agonist: -0.5%; ALOX12 inh: inconclusive; TrxR1 substrate: 4%; IDH1 R132H inh: 20%; RGS4 inh: 9%[56.9 µM]

What do the screens show for `O=C(NCc1cccnc1)C(=O)NCC1OCCN1S(=O)(=O)c1ccccc1` (stereo not given)?
rTrxR1 inhibitor: 8%[57.1 µM]; Vif-A3G inh: 1%; Vif-A3F inh: 7%; USP1 inh: -6%; RXFP1 agonist: -0.6%; ALOX12 inh: 32%[activator]; TrxR1 substrate: -5%[57.1 µM]; IDH1 R132H inh: 4%; RGS4 inh: -7%

Results for COc1cccc(C(=O)NC(=S)Nc2ccccc2N2CCOCC2)c1 ?
rTrxR1 inhibitor: -4%; Vif-A3G inh: -4%; Vif-A3F inh: 3%; USP1 inh: -21%; RXFP1 agonist: -0.6%; TrxR1 substrate: -3%; IDH1 R132H inh: 3%; RGS4 inh: -40%

How did COc1ccc(NS(=O)(=O)c2ccc(NC(=S)NCC3CCCO3)cc2)cc1 (stereo not given) do in these assays?
rTrxR1 inhibitor: inconclusive; Vif-A3G inh: 3%; Vif-A3F inh: 3%; USP1 inh: -24%; RXFP1 agonist: -2.0%; ALOX12 inh: 42%; TrxR1 substrate: -6%; IDH1 R132H inh: 0%; RGS4 inh: -43%

How did CCOC(=O)C1=CN(Cc2cccc(F)c2)S(=O)(=O)N(C)C1c1ccc(C(F)(F)F)cc1 (stereo not given) do in these assays?
rTrxR1 inhibitor: 29%; Vif-A3G inh: -1%; Vif-A3F inh: -4%; USP1 inh: -27%; ALOX12 inh: -17%; TrxR1 substrate: 1%; IDH1 R132H inh: 0%; RGS4 inh: 3%

How did O=C(O)CCCNS(=O)(=O)c1cccc2nsnc12 do in these assays?
rTrxR1 inhibitor: -18%; Vif-A3G inh: 0%; Vif-A3F inh: -3%; USP1 inh: -13%; RXFP1 agonist: 0.8%; ALOX12 inh: 28%; TrxR1 substrate: -15%; IDH1 R132H inh: 8%; RGS4 inh: 5%

Results for O=C(NCC(c1ccco1)N1CCc2ccccc21)c1ccccc1F (stereo not given) ?
rTrxR1 inhibitor: 0%; Vif-A3G inh: -6%; Vif-A3F inh: 3%; USP1 inh: -17%; RXFP1 agonist: -0.4%; ALOX12 inh: -9%; TrxR1 substrate: -9%; IDH1 R132H inh: 2%; RGS4 inh: 15%

What do the screens show for `CS(=O)(=O)NCCSCc1ccc(Cl)cc1`?
rTrxR1 inhibitor: 15%[57.1 µM]; Vif-A3G inh: -1%; Vif-A3F inh: -3%; USP1 inh: -19%; RXFP1 agonist: 0.3%; ALOX12 inh: 0%; TrxR1 substrate: 7%[57.1 µM]; IDH1 R132H inh: 1%; RGS4 inh: -1%

Results for CCOC(=O)N1CCc2c(sc3[nH]c(=S)[nH]c(=S)c23)C1 ?
rTrxR1 inhibitor: inconclusive; Vif-A3G inh: 1%; Vif-A3F inh: -3%; USP1 inh: -16%; RXFP1 agonist: inconclusive; TrxR1 substrate: -3%[57.1 µM]; IDH1 R132H inh: 14%; RGS4 inh: -51%

What do the screens show for `CN(Cc1ccccc1)C(=O)c1cccc(NC(=O)Cc2ccc(NC(=O)C3CCN(C(=O)C4CC4)CC3)cc2)c1`?
rTrxR1 inhibitor: 24%; Vif-A3G inh: -2%; Vif-A3F inh: -1%; USP1 inh: -29%; ALOX12 inh: -4%; TrxR1 substrate: 5%; IDH1 R132H inh: -6%[38.3 µM]; RGS4 inh: -7%

Results for COc1ccc(/C=N\NS(=O)(=O)c2ccc(C)cc2)cc1COc1ccccc1[N+](=O)[O-] ?
rTrxR1 inhibitor: 1%; Vif-A3G inh: 3%; Vif-A3F inh: 2%; USP1 inh: -14%; RXFP1 agonist: -1.2%; ALOX12 inh: 9%; TrxR1 substrate: -9%; IDH1 R132H inh: 11%; RGS4 inh: -28%

How did COC(=O)[C@@H](NC(=O)c1ccc(OC2CCN(Cc3ccccn3)CC2)cc1)C(C)C do in these assays?
rTrxR1 inhibitor: 32%; Vif-A3G inh: -1%; Vif-A3F inh: -8%; USP1 inh: -13%; RXFP1 agonist: -0.4%; ALOX12 inh: -20%; TrxR1 substrate: 7%; IDH1 R132H inh: 7%; RGS4 inh: -3%

How did O=C(c1ccccc1)N1CCOC12CCN(c1ncc(C(F)(F)F)cc1Cl)CC2 do in these assays?
rTrxR1 inhibitor: 10%; Vif-A3G inh: -3%; USP1 inh: -31%; RXFP1 agonist: 2.6%; ALOX12 inh: 0%; TrxR1 substrate: 3%; IDH1 R132H inh: 2%; RGS4 inh: 6%

How did CC1(C)CC(=O)C2=C(C1)NC(=O)NC2c1ccccc1Cl (stereo not given) do in these assays?
rTrxR1 inhibitor: -18%; Vif-A3G inh: -6%; Vif-A3F inh: 16%; USP1 inh: -23%; ALOX12 inh: inactive; TrxR1 substrate: -14%; IDH1 R132H inh: 0%; RGS4 inh: -5%

How did Cc1ccc(-c2nnc3ccc(SCC(=O)N4CCCc5ccccc54)nn23)cc1 do in these assays?
rTrxR1 inhibitor: 10%[57.1 µM]; Vif-A3G inh: -2%; Vif-A3F inh: 0%; USP1 inh: -14%; RXFP1 agonist: 4.9%; ALOX12 inh: -29%; TrxR1 substrate: 3%[57.1 µM]; IDH1 R132H inh: inconclusive; RGS4 inh: -20%

What do the screens show for `O=C(COc1ccc2ccc(=O)oc2c1)Nc1ccc(N2CCOCC2)cc1`?
rTrxR1 inhibitor: -21%; Vif-A3G inh: -1%; Vif-A3F inh: -3%; USP1 inh: 1%; RXFP1 agonist: -0.4%; ALOX12 inh: inconclusive; TrxR1 substrate: 15%[57.1 µM]; IDH1 R132H inh: 5%; RGS4 inh: 7%

Results for CCOc1c(CNCCCSc2nc(C)cc(C)n2)cccc1OC ?
rTrxR1 inhibitor: 12%; Vif-A3G inh: -2%; Vif-A3F inh: -22%; USP1 inh: -22%; RXFP1 agonist: 1.0%; ALOX12 inh: 0%; TrxR1 substrate: 6%; IDH1 R132H inh: 1%; RGS4 inh: -9%

Results for CCc1noc(C)c1C(=O)Nc1nc(-c2cc(C)ccc2C)c(C)s1 ?
rTrxR1 inhibitor: 26%; Vif-A3G inh: 1%; USP1 inh: 1%; RXFP1 agonist: -0.1%; ALOX12 inh: 0%; TrxR1 substrate: -3%; IDH1 R132H inh: -2%; RGS4 inh: 6%

2 consecutive compounds out of the list so far:
Results for CCOc1c(CNCCCSc2nc(C)cc(C)n2)cccc1OC ?
rTrxR1 inhibitor: 12%; Vif-A3G inh: -2%; Vif-A3F inh: -22%; USP1 inh: -22%; RXFP1 agonist: 1.0%; ALOX12 inh: 0%; TrxR1 substrate: 6%; IDH1 R132H inh: 1%; RGS4 inh: -9%

Results for CCc1noc(C)c1C(=O)Nc1nc(-c2cc(C)ccc2C)c(C)s1 ?
rTrxR1 inhibitor: 26%; Vif-A3G inh: 1%; USP1 inh: 1%; RXFP1 agonist: -0.1%; ALOX12 inh: 0%; TrxR1 substrate: -3%; IDH1 R132H inh: -2%; RGS4 inh: 6%

Bioassay records from PubChem.
